Growth percent in the NCI-60 one-dose screen (48 h, 10 µM unless noted): 100 = growth as untreated, 0 = no growth, -100 = all killed.
HS 578T = HS 578T breast cancer; 78,000 compounds, 4.1% hits; AID 1794788
BT-549 = BT-549 breast cancer | 78,000 compounds, 4.4% hits | AID 1794793
MDA-MB-468 = MDA-MB-468 breast cancer. 78,000 compounds, 8.5% hits. AID 2202374
K-562 = K-562 leukemia; 78,000 compounds, 7.4% hits; AID 1794777
MCF7 = MCF7 breast cancer | 82,000 compounds, 6.3% hits
MDA-MB-231 = MDA-MB-231 breast cancer | 81,000 compounds, 5% hits
SR = SR leukemia cells; 73,000 compounds, 8.7% hits; AID 1794780
T-47D = T-47D breast cancer | AID 1794792 | 79,000 compounds, 5% hits
* marks the source's active call; other numbers are inactive results; nt = no result given; & = joins results of further samples; [ ] = dose if it differs, or a comment. The calls were made as follows: active = growth percent below 10; inactive = the rest.

Start of the listing, in advance, three compounds:
Results follow in this order: HS 578T	BT-549	MDA-MB-468	K-562	MCF7	MDA-MB-231	SR	T-47D
O=C1c2cccc(S(=O)(=O)O)c2C(=O)c2cccc(S(=O)(=O)O)c21
 : 101	103	107	130	98	121	97	104
S=c1nc(-c2ccccn2)c(-c2ccccn2)n[nH]1
 : 105	101	108	105	97	118	99	94
CCCC(O)c1ccccc1Cl (configuration not stated)
 : 106	100	116	95	89	108	96	96

Main list, repeating the preview:
Results follow in this order: HS 578T	BT-549	MDA-MB-468	K-562	MCF7	MDA-MB-231	SR	T-47D
O=C1c2cccc(S(=O)(=O)O)c2C(=O)c2cccc(S(=O)(=O)O)c21
 : 101	103	107	130	98	121	97	104
S=c1nc(-c2ccccn2)c(-c2ccccn2)n[nH]1
 : 105	101	108	105	97	118	99	94
CCCC(O)c1ccccc1Cl (configuration not stated)
 : 106	100	116	95	89	108	96	96
O=C(Nc1ccccc1)c1sc(-c2cccc(C(F)(F)F)c2)cc1O
 : 64	71	92	nt	75	92	62	59
Oc1ccc(S)cc1
 : 109	86	109	128	99	117	nt	100
COc1cc(C2CC(c3cccs3)=NN2c2ccc(S(N)(=O)=O)cc2)cc(OC)c1OC (configuration not stated)
 : 106	104	102	99	94	100	86	95
CC(C(=O)O)c1ccc2c(c1)[nH]c1ccc(Cl)cc12 (configuration not stated)
 : 118	98	98	nt	126	116	97	106
Nc1nn2c(-c3cccs3)ccnc2c1N=Nc1ccc(S(N)(=O)=O)cc1
 : 109	109	84	99	98	103	102	92
O=C(C[n+]1ccccc1)c1cccs1
 : 105	nt	104	94	96	106	107	88
C=C(C)C(CCCCC)(C(=O)OCC)C(=O)OCC
 : 109	101	106	97	95	110	89	nt
C1=C[C@H]2O[C@@H]1c1ccc3[nH]ccc3c12
 : 119	108	76	53	96	93	85	110
O=[N+]([O-])c1ccc(N=Nc2ccccc2)cc1
 : 119	87	109	87	109	89	98	87
CCN(CC)C(=O)C1(c2ccccc2)CC1CN (configuration not stated)
 : 111	97	122	nt	98	110	112	107
Nc1nc2c(s1)Nc1ccccc1NC2=O
 : 125	94	nt	119	90	101	104	92
COC1=C(OC)C(=O)c2ccccc2C1=O
 : nt	101	-34*	nt	86	94	nt	59
C=C1CCC2C(C)(COC(=O)CC)C(OC(=O)CC)CCC2(C)C1C/C=C1/C(=O)OCC1OC(=O)CC (configuration not stated)
 : nt	84	-48*	2.8*	-35*	-30*	-23*	-52*
Cn1cc(/C=C/C(=O)/C=C(O)/C=C/c2cn(C)c3ccccc23)c2ccccc21
 : 86	87	75	70	56	94	73	73
COc1ccc2cc(C(C)c3nnc(NC4CCCCC4)s3)ccc2c1 (configuration not stated)
 : 97	nt	105	90	99	116	122	90
CC(=O)Nc1ccc(N=Nc2c(S(=O)(=O)O)cc3cc(S(=O)(=O)O)cc(O)c3c2O)cc1
 : 98	120	nt	91	88	99	80	95
CC(C)(CO)CN1CCCC1
 : 109	117	111	99	94	127	100	107
CCOC(=O)c1[nH]c(CO)c(C(=O)OCC)c1C
 : 130	148	111	nt	109	112	nt	133
COc1ccc(OCC(=O)Nc2ccc(-c3nc4ccccc4s3)cc2)cc1
 : 115	108	74	108	77	90	99	76
Nc1ccn(C2CC=C(CO)O2)c(=O)n1 (configuration not stated)
 : 111	108	nt	93	106	92	nt	98
CCCC(=O)N[C@H]1C[C@H]2CC[C@@]1(C)C2(C)C
 : 99	109	95	104	99	112	101	98
O=C(c1ccc(Cl)cc1)C(Br)C(C[N+](=O)[O-])c1ccccc1 (configuration not stated)
 : 95	104	102	103	89	112	105	96
CC/C=N/NC(=O)c1[nH]c(=O)c2c(C)nc(-c3ccccc3)cc2c1O
 : 118	105	92	44	98	104	53	85
COc1ccc(-c2nc(SCC(=O)NC3=NN=C(c4ccccc4)CS3)[nH]c(=O)c2C#N)cc1
 : 102	92	95	93	99	105	nt	81
CCCc1cc(=O)n2c(C(=O)Nc3cccc(C(=O)OCC)c3)c(C(=O)Nc3ccc(F)cc3)sc2n1
 : 14[30 µM]	83[30 µM]	nt	80[30 µM]	57[30 µM]	47[30 µM]	82[30 µM]	54[30 µM]
C#C[C@]1(O)CC[C@H]2[C@@H]3CCc4c(C)ccc(O)c4[C@H]3CC[C@@]21C
 : 98	111	96	93	96	102	92	97
C=C(C)[C@@H]1CC[C@]2(C)[C@H](CC=C3[C@@H]4CC(C)(C)CC[C@]4(CO)CC[C@]32C)[C@@]1(C)CCCN
 : 43	65	-56*	-48*	-41*	27	-52*	-26*
COc1ccc(C(C)=O)cc1OCc1ccccc1
 : 107&104	105&104	100&101	88&107	63&70	91&95	79&145	82&88
Nc1nc(N)c(C=O)c(=O)[nH]1
 : 104	148	90	100	101	100	102	96
CC1=NN(C(=O)c2cc(Cl)cc([N+](=O)[O-])c2)C(=O)C1N=Nc1ccccc1C(=O)O (configuration not stated)
 : 99	112	100	97	93	116	88	93
COC(=O)C(OC(C)=O)C(OC(C)=O)c1ccc(OC)c(OC)c1 (configuration not stated)
 : 110	104	108	83	85	93	91	75
COc1ccc(/C=C2\C(=O)N=C3N2NC(=O)C(=O)N3c2ccccc2)cc1
 : 69	95	100	101	97	91	102	99
NC(=O)NNC(=O)NNC(N)=O
 : 104	118	96	118	91	99	106	111
O=S(Cc1ccc(Cl)cc1)c1ccccc1 (configuration not stated)
 : 110	105	90	94	99	96	87	105
CC(=O)O[C@@]1(c2cn(-c3cccc(C(=O)O)c3)nn2)CC[C@H]2[C@@H]3CCC4=CC(=O)CC[C@@H]4[C@H]3CC[C@@]21C
 : 105	112	109	97	89	101	102	106
CCOC(=O)c1ccc2nc(-c3c(C)nn(-c4ccccc4)c3N3CCOCC3)[nH]c2c1
 : nt	93	105	91	89	70	74	73
COc1ccc(OC)c(NCC(O)c2ccccc2)c1 (configuration not stated)
 : 97	106	nt	98	102	99	90	102

Random excerpt: three entries already listed.
Results follow in this order: HS 578T	BT-549	MDA-MB-468	K-562	MCF7	MDA-MB-231	SR	T-47D
COc1ccc(C(C)=O)cc1OCc1ccccc1
 : 107&104	105&104	100&101	88&107	63&70	91&95	79&145	82&88
CC1=NN(C(=O)c2cc(Cl)cc([N+](=O)[O-])c2)C(=O)C1N=Nc1ccccc1C(=O)O (configuration not stated)
 : 99	112	100	97	93	116	88	93
CC(=O)O[C@@]1(c2cn(-c3cccc(C(=O)O)c3)nn2)CC[C@H]2[C@@H]3CCC4=CC(=O)CC[C@@H]4[C@H]3CC[C@@]21C
 : 105	112	109	97	89	101	102	106

Carrying on:
Results follow in this order: HS 578T	BT-549	MDA-MB-468	K-562	MCF7	MDA-MB-231	SR	T-47D
CCNc1ncnc2c1cnn2C1CCCCO1 (configuration not stated)
 : 125	103	102	100	98	108	88	105
O=C(Cn1cccc(Nc2ccccc2)c1=O)Nc1ccccc1
 : 102	106	95	108	96	108	104	94
COc1cc2ncnc(Nc3cccc(Cl)c3F)c2cc1OC(=O)N1CCN(C)C[C@H]1C
 : nt	94	-11*	61	63	79	63	29
C/C(=N/NC(N)=S)c1sc(Nc2ccccc2O)nc1C
 : 96	98	64	97	78	78	nt	84
O=C(CCCN1CCC(O)(c2cccc(C(F)(F)F)c2)CC1)c1ccc(F)cc1
 : 95&98	87&100	86&102	83&91	90&99	104&90	89	80&94
CCCCOc1nc2ccc(Cl)cc2cc1/C=C/C(=O)/C=C(/C=C/c1cc2cc(Cl)ccc2nc1OCCCC)OB(F)F
 : 104	99	109	92	102	102	96	93
CC(=O)C(c1ccccn1)C(C)C (configuration not stated)
 : 99	106	121	101	100	131	91	108
COC(=O)C1(CS(C)=O)NC(=S)NC(=O)C1C#N (configuration not stated)
 : 95	103	95	104	94	106	91	109
OC1CCC2CCCCC2C1 (configuration not stated)
 : 107	115	106	128	103	102	126	107
Brc1cn2ccnc2c(-c2ccc3ncn(C4CCCCC4)c3c2)n1
 : 84	95	56	82	52	76	73	50
NCC(=O)NNc1n[nH]c(=S)n1N
 : 103	100	92	103	94	105	103	99
Cc1cc(C)c(Cc2ccccc2O)cc1Cc1ccccc1O
 : 89	86	71	59	91	nt	92	69
Cc1ccc(CC(N)C(=O)O)c(C)c1 (configuration not stated)
 : 93	95	99	94	101	99	109	88
O=C(C(O)C(O)C(O)C(O)CO)N(C1CCCCC1)C1CCCCC1 (configuration not stated)
 : 120	90	99	100	93	116	93	78
Cc1ccc([N+]2=NOC(=O)C2S(=O)(=O)Nc2ccc(-n3c(-c4ccc(Cl)cc4)nc4ccccc4c3=O)cc2)cc1 (configuration not stated)
 : 96	107	101	86	80	69	nt	74
C#CCOc1ccccc1C(Nc1ccc(F)c(Cl)c1)c1nnnn1C1CCCCC1 (configuration not stated)
 : 90	105	83	69	73	84	79	77
O=C(CCl)Oc1ccc([N+](=O)[O-])cc1
 : 128	nt	112	103	100	119	102	105
CNC(=O)OCc1c(COC(=O)NC)c(C)n(-c2ccc(OC)cc2)c1C
 : 84	nt	45	71	82	73	nt	82
Cn1cc(C(=O)c2nc(-c3c[nH]c4ccc(F)cc34)no2)c2ccccc21
 : 90	97	40	105	26	90	107	60
Cc1cc(=O)oc2cc(OCc3cn(CCNc4nc(-c5ccc(Cl)cc5)cn5ccnc45)nn3)ccc12
 : 102	89	76	89	81	88	89	41
O=CN1N=C(c2cccc(Nc3ccnc4cc(Cl)ccc34)c2)CC1c1ccc(Cl)cc1 (configuration not stated)
 : 1.8*	8.6*	-4.0*	16	15	30	9.0*	43
NC(=N\N=C/c1ccc(O)cc1)/C(N)=N\N=C/c1ccc(O)cc1
 : 99	52	103	24	66	65	34	50
C/C(=N\N=C1/SCC(=O)N1c1ccccc1)c1ccco1
 : 104	127	nt	96	54	93	nt	114
Cc1nnc2nc(-c3ccccc3)nc(-c3ccccc3)n12
 : 92	99	95	79	103	123	102	77
O=C1C(Cl)C(c2cccnc2)N1Nc1ncnc2ccccc12 (configuration not stated)
 : 113	121	113	107	95	98	101	106
CCCCCN(CCCCC)CC(O)c1ccc2c3c(cccc13)CC2 (configuration not stated)
 : 87	92	68	78	82	48	76	69
COc1ccccc1N=NC(C#N)C(N)=O (configuration not stated)
 : 104	112	112	89	122	90	100	93
Cc1cc(C)nc(NS(=O)(=O)c2ccc(N)cc2)n1
 : 111	117	97	102	106	102	98	nt
Nc1n[nH]c(CCCNc2ccccc2)c1-c1nc2ccccc2s1
 : 109	114	116	79	92	56	82	98
O=C1NN(c2ccccc2)C(c2ccccc2)N2CCC[C@@H]12 (some centres not stated)
 : 111	99	113	92	100	101	94	94
CC(C1CCC(CN2Cc3ccc(O)c(F)c3C2=O)CC1)N1CCOCC1 (configuration not stated)
 : 86	104	93	96	91	101	93	95
Cc1ccc(-c2cc3nc(C(Cl)Cl)nc(-c4ccco4)n3n2)cc1
 : -2.1*	86	-41*	56	3.5*	-22*	82	21
O=C1CC(=P(c2ccccc2)(c2ccccc2)c2ccccc2)C(=O)N1c1ccccc1
 : 114&103	104&116	105&92	95&117	103&97	89&93	94	107&95
CCOC(=O)C(Cc1ccccc1)(C(=O)OCC)C(Br)C(=O)c1ccccc1 (configuration not stated)
 : 83	nt	-9.4*	nt	57	64	nt	nt
CC(C)=CC[C@@H]1CC2(CC=C(C)C)C(=O)C(OC3(C(=O)c4ccccc4)C(=O)C4(CC=C(C)C)C[C@@H](CC=C(C)C)C(C)(C)C(CC=C(C)C)(C4=O)C3=O)(C(=O)c3ccccc3)C(=O)C(CC=C(C)C)(C2=O)C1(C)C (some centres not stated)
 : 2.0*	-2.4*	-6.9*	4.9*	2.1*	-11*	4.9*	1.6*
CCCCCc1cc(=O)[nH]c(=S)[nH]1
 : 94	96	91	90	97	108	62	87
CC(=O)NCC1c2c(n(C)c3c(Cl)c(Cl)ccc23)C(=O)NC1(C)C (configuration not stated)
 : 104	102	109	80	92	112	75	98
O=C(NCc1cn(Cc2cccc(Oc3ccccc3)c2)nn1)c1cccnc1Nc1cccc(F)c1
 : 93	102	105	82	83	58	29	89
COc1ccc(NC(=O)c2sc3nc4c(cc3c2N)C(=O)CCC4)c(OC)c1
 : 98	88	95	94	95	103	68	97
CCOC(=O)c1ccc2n1CCCc1cnc(NC3CCCC3)nc1-2
 : 106	101	91	19	88	115	96	nt
COc1cc(-c2c(C#N)c(N)nc3[nH]c(=S)[nH]c(=O)c23)cc(OC)c1OC
 : 100	95	113	102	101	105	108	103
O=[N+]([O-])c1ccc(Oc2ccc(CCCc3ccccc3)cc2)c([N+](=O)[O-])c1
 : 81	nt	87	65	69	88	76	67
Nc1ncnc2c1C(c1ccc(O)cc1)c1sc3c(F)cccc3c1O2 (configuration not stated)
 : 94	107	96	99	61	85	60	71
COc1ccc2c(c1)c(-c1nonc1-c1cn(C)c3ccccc13)cn2C
 : 17	60	14	11	24	28	30	33
O=c1c2cc3cc(Cl)ncc3n2c(=O)c2cc3cc(Cl)ncc3n12
 : 100	105	106	93	98	109	87	98
CC[C@@H](CO)Nc1ccc2ncc(C#Cc3cncc(C(=O)Nc4ccc(CN5CCN(C)CC5)c(C(F)(F)F)c4)c3)n2n1
 : -41*	-92*	-68*	0.9*	-70*	-58*	-24*	-76*
CC1(C)CC(=O)C2=C(C1)N(c1ccc(OC(F)(F)F)cc1)C(N)=C(C#N)C2c1ccc(Br)cc1 (configuration not stated)
 : 75	99	80	96	102	69	83	97
Nc1nn2c(-c3ccccc3)ccnc2c1N=Nc1ccc(S(N)(=O)=O)cc1
 : 96	99	92	102	93	93	104	101
Cc1cccnc1-n1ncc(C(=O)Nc2nc3ccccc3s2)c1C
 : 102	99	113	91	93	98	94	95

Laid out differently: results already given
Molecule	HS 578T	BT-549	MDA-MB-468	K-562	MCF7	MDA-MB-231	SR	T-47D
Nc1nn2c(-c3ccccc3)ccnc2c1N=Nc1ccc(S(N)(=O)=O)cc1	96	99	92	102	93	93	104	101
Cc1cccnc1-n1ncc(C(=O)Nc2nc3ccccc3s2)c1C	102	99	113	91	93	98	94	95

Screening results deposited in PubChem by NCI.
